Assay outcomes (PubChem)
MRP resist rev = reversal of MRP1-mediated doxorubicin resistance, primary screen, H69AR cells, doxorubicin co-treatment; H69AR cells + 2 uM doxorubicin, CellTiter-Glo, 72 h; 85,000 compounds, 0.04% hits; AID 602, 2007; differential viability (reversal), % at 10 µM;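 active = viability drop by adding the cancer drug above about 55%, with treated viability meeting a 40% cutoff, limit read from the data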;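 note: viability without doxorubicin minus viability with 2 µM doxorubicin for each compound; larger differential means the compound sensitizes cells more to doxorubicin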
IL1B NFkB inh = inhibitors of IL-1B driven NFkB p65 nuclear import, primary screen, imaging, HUVEC, IL-1B stimulus, high-content imaging. 94,000 compounds, 0.43% hits. HUVEC IL-1B NFkB p65 nuclear translocation imaging. inhibition, % at 2 µM;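 active = inhibition above about 30% together with a positive call from visual inspection of the well image, limit read from the data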;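 note: nuclear over cytoplasmic p65 intensity ratio measured by imaging; 0% = IL-1B stimulated DMSO wells and 100% = unstimulated DMSO wells; values of inactives mirror those of a sister screen read the other way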
IL1B NFkB pot = enhancers of NFkB p65 translocation in HUVEC – imaging, IL-1B stimulus, high-content imaging, primary screen; HUVEC IL-1B NFkB p65 nuclear translocation imaging; activation, % at 2 µM; 94,000 compounds, 0.3% hits; AID 819, 2007;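 active = activation above 40%, about the mean plus 3 SD, also judged a hit on visual image review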;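 note: percent activation is computed from the nuclear over cytoplasmic p65 intensity ratio; values of inactives mirror those of a sister screen read the other way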
Bcl-B TR3 displacers = displacers of TR3 peptide from Bcl-B, primary screen, selectivity assay for Bfl-1 inhibitor project, biochemical, fluorescence polarization; Bcl-2-like protein 10 (Homo sapiens); FP displacement of FITC-TR3 peptide from Bcl-B; higher % means a stronger effect; one-dose displacement, % at 20 µM; IC50 in µM for titrated hits; 96,000 compounds, 0.11% hits;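 active = displacement above 50% at 20 µM plus a fluorescence interference ratio under 1.5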;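 note: plate controls were wells without compound for no effect and wells lacking Bcl-B protein for full effect; a part of the inactive calls stands beside numbers as strong as those of hits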
PLAP inhibition = PLAP enzyme inhibitors, biochemical, luminescence, HTS (AID 690) | Alkaline phosphatase, placental type (Homo sapiens) | purified PLAP, luminescent substrate; higher % means a stronger effect | inhibition, % at 20 µM; hits with a dose series show IC50 in µM | 96,000 compounds, 0.08% hits; in the data active = a potency from the dose series; inactive = the rest, 99 in 100 with inhibition below about 30%; note: strong numbers were not always called active
MRP resist rev cytotoxicity = recorded beside MRP resist rev, whose call it bears; viability, %; H69AR cells, CellTiter-Glo, 72 h; measured here: cytotoxicity without doxorubicin
MRP resist rev with doxorubicin = further read-out of MRP resist rev, marked with its call; viability, %; measured here: viability with 2 uM doxorubicin; active compounds read low
IL1B NFkB inh cell count 2 µM = further read-out of IL1B NFkB inh, marked with its call; cell count; measured here: cells passing quality filter;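 raw number of nuclei counted in each imaged well without normalization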
IL1B NFkB pot cell count 2 µM = also measured in IL1B NFkB pot; calls as there; cell count; measured here: cells passing quality filter
An asterisk follows results filed as active; x = no result given. Only part of the results is shown. The share of hits here may be higher or lower than overall.

Screens in order: MRP resist rev	MRP resist rev cytotoxicity	MRP resist rev with doxorubicin	IL1B NFkB inh	IL1B NFkB inh cell count 2 µM	IL1B NFkB pot	IL1B NFkB pot cell count 2 µM	Bcl-B TR3 displacers	PLAP inhibition
CCNC(=O)NC(=O)C(C)OC(=O)c1oc2ccc(OC)cc2c1C (stereo unspecified)
    x	x	x	-1	154	1	154	2%	17%
CC(C)CCNC(=O)CN(CCN1CCOCC1)C(=O)Cn1nnc(-c2ccc(F)cc2)n1
    0	92	92	-13	188	13	188	-1%	-32%
COc1ccccc1N1CCN(C(=O)CSc2nnc(NC(=O)C3CCC3)s2)CC1
    -7	88	96	-26	131	26	131	4%	-19%
Cc1cc(OC(=O)CNC(=O)OC(C)(C)C)c2c(C)cc(=O)oc2c1
    9	88	79	-10	116	10	116	4%	2%
Cc1c(Cl)c([N+](=O)[O-])nn1CC(=O)Nc1c(C)n(C)n(-c2ccccc2)c1=O
    x	x	x	-4	133	4	133	-6%	14%
Cn1cnnc1SCC(=O)Nc1ccccc1Sc1ccccc1
    -1	95	96	x	x	x	x	15%	10%
CCCN(CCC)S(=O)(=O)c1ccc(C(=O)N2CCOCC2)cc1
    -4	96	100	-7	62	7	62	5%	-5%
CCc1ccc(/C(C)=N\Nc2ccc([N+](=O)[O-])cc2)cc1
    x	x	x	2	137	-3	137	-12%	26%
Nc1nc(C2CCCN2S(=O)(=O)c2ccc(Cl)cc2)cs1 (stereo unspecified)
    15	98	83	-23	139	23	139	-10%	18%
CC(C)CCNC(=O)NC(=O)COc1c(F)c(F)cc(F)c1F
    16	106	91	-3	173	3	173	2%	17%
Cn1c(-c2ccc(F)cc2)cnc1NCc1ccc(F)cc1
    3	63	60	2	150	-2	150	2%	13%
COc1ccccc1Cc1noc(C(C)(C)NC(=O)c2ccccc2)n1
    5	86	81	-10	138	10	138	10%	16%
Cc1cc(NS(=O)(=O)c2ccc(NC(=O)CCCOc3ccc(Cl)cc3)cc2)no1
    x	x	x	9	81	-9	81	3%	-29%
CCOC(=O)c1sc(=S)sc1SCc1cccc(C(F)(F)F)c1
    13	81	68	0	190	0	190	7%	29%
Cc1ccccc1NC(=O)CSc1nc2ccccc2o1
    7	96	89	-7	91	7	91	1%	20%
CC(=NCC1CCNCC1)C1=C(O)CC(C)(C)CC1=O
    -7	85	93	-16	199	16	199	2%	-15%
Cc1ccc(C(=O)Nc2nc(C(C)(C)C)cs2)s1
    6	91	85	2	158	-2	158	-3%	22%
O=C(Nc1ccc(Cl)cc1)N(Cc1cccnc1)Cc1ccco1
    x	x	x	-34	116	34	116	-6%	8%
CCCCN1C(=O)CCC(C(=O)O)C1c1ccccc1 (stereo unspecified)
    x	x	x	12	152	-12	152	0%	8%
CCOC(=O)c1ccc(-n2c(N)c(C(=O)NCC3CCCO3)sc2=S)cc1 (stereo unspecified)
    7	96	89	2	163	-2	163	-3%	-29%
Cc1ccc(CNc2oc(C)nc2C#N)cc1
    3	102	99	-3	131	3	131	1%	-1%
Cc1cc(N2CCN(c3ccccc3)CC2)nc(NCc2ccccc2)n1
    10	70	60	-6	110	6	110	11%	14%
c1ccc(-c2ccc(OCCCn3cncn3)cc2)cc1
    -2	82	83	4	187	-4	187	-11%	5%
COc1cccc(C2=NO[C@@H]3C(=O)N(Cc4ccccc4)C(=O)[C@H]23)c1OC
    -12	101	113	-3	132	3	132	0%	-8%
CCOC(=O)c1sc2ncn(/N=C/c3cccnc3)c(=O)c2c1C
    18	97	79	-2	171	2	171	-9%	-112%
CCn1c2c(c3cc(Cl)ccc31)CCCC2=O
    23	91	68	-11	183	11	183	16%	2%
Oc1sc(C=Nc2ccc(F)cc2)c2ccccc12
    x	x	x	-4	154	4	154	6%	2%
O=C(CCSc1nc(-c2ccco2)cc(C(F)(F)F)n1)Nc1ccc2c(c1)OCO2
    -15	66	81	x	x	x	x	0%	14%
OC(C#CCN1CCCCC1)c1ccccc1 (stereo unspecified)
    -1	105	106	6	183	-6	183	1%	0%
CC(C(=O)N1CCOCC1)N1c2cccc3cccc(c23)S1(=O)=O (stereo unspecified)
    8	98	89	-14	66	14	66	14%	-25%
Brc1ccc(-c2cn3c(n2)CCc2ccc4cccnc4c2-3)cc1
    -13	58	71	10	158	-11	158	1%	-12%
COc1ccc(NC(=O)c2cccnc2N2CCCC2)cc1
    -36	57	92	15	148	-15	148	4%	14%
CCCCCc1ccc(-c2ccc(C(=O)O)cc2)nc1
    -26	36	61	-21	91	21	91	x	x
CC1CCCC(NC(=O)CSc2nnnn2C)C1C (stereo unspecified)
    -4	105	108	-7	103	7	103	-4%	10%
CCSc1nnc(NC(=O)CSc2ncccn2)s1
    -9	91	100	8	147	-8	147	-4%	9%
COC(=O)C(O)(CC(=O)Nc1ccc(OC(F)(F)F)cc1)C(F)(F)F (stereo unspecified)
    1	98	98	-2	95	2	95	-11%	-8%
O=C(c1ccc(F)cc1)N1CCN(C2CC3CCC2C3)CC1 (stereo unspecified)
    -1	96	97	4	114	-4	114	-12%	-13%
CCOc1ccc(C(=O)NC2CCN(C(=O)N3CCCC3)CC2)cc1
    25	82	56	9	126	-9	126	x	x
CC(C)OC(=O)C(CC(=O)O)N1CCOCC1 (stereo unspecified)
    -2	86	88	-9	161	9	161	-2%	9%
Cc1ccc(C(=O)NCCn2cc(SCC(=O)Nc3nnc(C)s3)c3ccccc32)cc1
    -3	79	82	x	x	x	x	11%	-26%
COc1cc(OC)cc(-c2nnc(SCC(=O)N3c4ccccc4Sc4ccccc43)o2)c1
    -11	41	52	2	164	-2	164	x	x
CCCC1=C(C(=O)OCC)C(c2c(C)nn(-c3ccccc3)c2Cl)C(C#N)=C(N)O1 (stereo unspecified)
    -8	76	83	-13	78	13	78	-6%	-43%
Cc1cc(NC(=O)c2cncc(Br)c2)no1
    10	94	84	-8	164	8	164	0%	20%
C=CCSc1nc2ccccc2n1S(=O)(=O)c1ccc(Cl)cc1
    14	98	84	-17	105	17	105	x	x
Cc1cc(C(=O)CSc2nnnn2-c2ccc(Cl)cc2)c(C)n1CC1CCCO1 (stereo unspecified)
    x	x	x	-33	131	33	131	-3%	34%

A different layout for three compounds above:
structure	MRP resist rev	MRP resist rev cytotoxicity	MRP resist rev with doxorubicin	IL1B NFkB inh	IL1B NFkB inh cell count 2 µM	IL1B NFkB pot	IL1B NFkB pot cell count 2 µM	Bcl-B TR3 displacers	PLAP inhibition
CCSc1nnc(NC(=O)CSc2ncccn2)s1	-9	91	100	8	147	-8	147	-4%	9%
COC(=O)C(O)(CC(=O)Nc1ccc(OC(F)(F)F)cc1)C(F)(F)F (stereo unspecified)	1	98	98	-2	95	2	95	-11%	-8%
O=C(c1ccc(F)cc1)N1CCN(C2CC3CCC2C3)CC1 (stereo unspecified)	-1	96	97	4	114	-4	114	-12%	-13%

New compounds follow
Screens in order: MRP resist rev	MRP resist rev cytotoxicity	MRP resist rev with doxorubicin	IL1B NFkB inh	IL1B NFkB inh cell count 2 µM	IL1B NFkB pot	IL1B NFkB pot cell count 2 µM	Bcl-B TR3 displacers	PLAP inhibition
Cn1nc(-c2ccc(C(=O)N3CCN(CCO)CC3)cc2)c2ccccc2c1=O
    9	100	91	-12	157	12	157	-2%	-5%
CCOCc1nc(N)[nH]c(=O)c1Cc1ccc(OC(C)C)cc1
    15	99	84	-14	109	14	109	x	x
COCC(=O)Nc1nc2n(n1)C(c1ccccc1)CC(c1ccc(OC)cc1)N2 (stereo unspecified)
    11	101	90	11	110	-11	110	-2%	-58%
COc1cccc(C(c2nnnn2Cc2ccc(F)cc2)N2CCC(C(N)=O)CC2)c1OC (stereo unspecified)
    5	98	93	-12	100	12	100	0%	-73%
CCn1c2ccccc2c2cc(C3N=C(N)Nc4nc5ccccc5n43)ccc21 (stereo unspecified)
    3	84	80	15	121	-15	121	1%	-20%
CC1CCN(C(=O)CCc2ccc(S(=O)(=O)NC(C)(C)C)cc2)CC1
    7	97	89	3	84	-3	84	7%	-59%
COc1cc(-c2nc3cnccc3n2C)cc(OC)c1OC
    -7	80	86	11	101	-11	101	7%	-1%
Cc1occc1C(=O)Nc1cccnc1
    -10	88	98	-20	129	20	129	-5%	-10%
Cc1ccc(S(=O)(=O)N(C)Cc2nc(-c3ccccn3)no2)cc1
    x	x	x	6	172	-6	172	-3%	1%
CCCCOC(=O)C1CCC[C@@H](C)N1 (stereo partly specified)
    2	100	99	4	173	-4	173	8%	12%
CC(=O)Oc1ccccc1C(=O)Oc1ccc(/C=N/n2cnnc2)cc1
    19	96	77	5	116	-5	116	-13%	13%
COc1ccc(COCC(O)CN2CC(C)OC(C)C2)cc1OC (stereo unspecified)
    7	93	85	-11	201	11	201	-3%	-13%
COc1ccc(C(=O)N/N=C/c2cccc3cccnc23)cc1
    x	x	x	17	118	-17	118	-13%	-43%
CC(C)=C(NC(=O)c1ccccc1)C(=O)NCCCC(=O)O
    2	92	90	-2	96	2	96	-6%	1%
CCOC(=O)Cc1csc(NC(=O)c2cnc3scc(C)n3c2=O)n1
    x	x	x	0	126	0	126	x	x
O=C1C2C(C(=O)N1CCc1ccccc1)C1C=CC2C12CC2 (stereo unspecified)
    28	97	70	3	190	-3	190	0%	18%
Cc1[nH]c(=O)[nH]c(=O)c1S(=O)(=O)N1CCCC(C(=O)NCCc2ccccc2)C1 (stereo unspecified)
    -1	100	101	23	41	-23	41	-4%	0%
Cc1nc2ccccc2n1CCc1nc2c3ccccc3nc(SCC#N)n2n1
    -14	22	36	-8	163	8	163	-9%	7%
CC1(C(=O)CSc2nc3ccccc3s2)CCC(=O)O1 (stereo unspecified)
    x	x	x	8	114	-9	114	6%	-25%
Cc1ccc2c(c1)[C@H]1OCC[C@H]1[C@@H](c1ccncc1)N2
    10	88	78	15	192	-15	192	-7%	3%
CC(=O)c1c(N)nc2n(c1=O)CCCCC2
    2	91	89	x	x	x	x	0%	4%
CN(c1cccc(NC(=O)CSc2ccc(Cl)cc2)c1)S(C)(=O)=O
    15	94	79	-21	73	21	73	2%	9%
Cc1cc2c(C)nc(Cc3ccccc3)nc2o1
    12	88	76	6	86	-6	86	-5%	-34%
c1csc(CN2CCN(Cc3cccs3)C2c2cccs2)c1
    -1	84	84	13	113	-13	113	12%	17%
CCN(C(=O)c1cccc(F)c1)c1ccccc1C
    8	100	91	2	173	-2	173	3%	1%
Cc1nnc(SCc2ccccc2F)n1NCc1cccs1
    12	91	79	-11	125	11	125	-11%	-8%
N#Cc1cccc(C(c2nnnn2C2CCCC2)N2CCC(Cc3ccccc3)CC2)c1 (stereo unspecified)
    27	104	77	-3	87	3	87	x	x
CC(=O)c1cc(NC(=O)c2ccccc2)c(=O)oc1/C=C/N(C)C
    x	x	x	-8	221	8	221	-256%	16%
Cc1nn(CC(=O)Nc2ccc3c(c2)oc2ccccc23)c(=O)c2ccccc12
    1	3	3	-9	200	9	200	-24%	8%
COc1cc(/C=N\N=C2/SC(CC(=O)O)C(=O)N2c2ccc(O)cc2)ccc1O (stereo unspecified)
    x	x	x	-14	141	14	141	1%	-4%
COc1cc(CN2CCSCC2)cc(OC)c1OC
    x	x	x	x	x	x	x	-6%	10%

Single records, as listed above:
Entry for `c1csc(CN2CCN(Cc3cccs3)C2c2cccs2)c1` → MRP resist rev: -1; MRP resist rev cytotoxicity: 84; MRP resist rev with doxorubicin: 84; IL1B NFkB inh: 13; IL1B NFkB inh cell count 2 µM: 113; IL1B NFkB pot: -13; IL1B NFkB pot cell count 2 µM: 113; Bcl-B TR3 displacers: 12%; PLAP inhibition: 17%
Entry for `CN(c1cccc(NC(=O)CSc2ccc(Cl)cc2)c1)S(C)(=O)=O` → MRP resist rev: 15; MRP resist rev cytotoxicity: 94; MRP resist rev with doxorubicin: 79; IL1B NFkB inh: -21; IL1B NFkB inh cell count 2 µM: 73; IL1B NFkB pot: 21; IL1B NFkB pot cell count 2 µM: 73; Bcl-B TR3 displacers: 2%; PLAP inhibition: 9%
